High-throughput results as filed in PubChem.
H9c2 protect: myocardial damage modulation in H9c2 cells | protection from H2O2 cell death, % at 20 µM | H9c2 cardiomyocytes, H2O2 injury protection, ATPLite, 2 h | 0.63% of 360,000 active | AID 588492;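 active means compounds giving at least 50% protection of heart cells from peroxide-induced death in the single-dose screen, raw or plate-pattern-corrected value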;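 further: 0% = DMSO wells with peroxide and 100% = DMSO wells without peroxide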
MC4R antag cAMP: human MC4R antagonism in cAMP assay | P32245 | MC4R-expressing cells, MTII-stimulated cAMP, LANCE TR-FRET | inhibition, % at 6.5 µM | 0.48% of 360,000 active;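 active means inhibition above its plate's cutoff, the mean of tested wells on that plate plus 3 SD, cut at about 29% in these data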;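 further: 0% = Melanotan II alone and 100% = Melanotan II plus saturating MCL0020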
Target sequence (P32245 whole entry, looked up): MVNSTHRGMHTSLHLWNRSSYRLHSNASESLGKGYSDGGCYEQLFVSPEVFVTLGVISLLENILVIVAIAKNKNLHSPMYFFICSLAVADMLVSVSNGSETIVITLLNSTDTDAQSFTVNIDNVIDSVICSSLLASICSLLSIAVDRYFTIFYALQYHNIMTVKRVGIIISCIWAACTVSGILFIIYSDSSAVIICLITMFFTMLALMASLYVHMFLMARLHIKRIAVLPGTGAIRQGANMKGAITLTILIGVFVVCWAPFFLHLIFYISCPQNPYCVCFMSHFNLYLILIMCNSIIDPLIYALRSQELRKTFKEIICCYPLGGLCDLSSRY
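Assay system: U2OS-MC4R stable cell line; Also added: Melanotan II; Technique: Eu-cAMP/anti-cAMP TR-FRET, emission 671 nm; Times: 30-min compound, 1-h challenge, 1-h detection, room temperature.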
ABHD5 PLIN5 PPI: ABHD5-PLIN5 protein interaction inhibition | AID 602281 | Q00G26+Q8WTS1 | Split G. princeps luciferase complementation, luminescence, 4 h | 0.78% of 360,000 active | inhibition, % at 4 µM;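 active means inhibition above the mean inhibition across every tested compound plus 3 SD, cut at about 22% in these data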;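 further: 0% = DMSO only wells and the 100% control is not disclosed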
PDI inh: blocks human protein disulfide isomerase activity. P07237. PDI insulin aggregation turbidity, A650, 90 min. inhibition, % at 10 µM. 0.052% of 350,000 active;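 active means mean inhibition across replicates of 30% or more, whatever share of single replicates reach that level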;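 further: absorbance from insulin aggregation driven by PDI reduction with DTT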
ABCB6 inh 2: inhibitors of human ABC transporter ABCB6; K562-ABCB6 porphyrin accumulation, flow cytometry, 1 h; active compounds read low; 0.19% of 360,000 active; AID 602162; fluorescence ratio to DMSO, % at 10 µM; Q9NP58;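 active means fluorescence ratio to DMSO below 75%, the collection mean minus 3 SD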;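 further: signal is porphyrin accumulated inside mitochondria; 100% equals median channel fluorescence of DMSO control wells; lower ratio means ABCB6 inhibition with less porphyrin fluorescence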
Glyco luc inh: N-linked glycosylation inhibition. AID 588692. 0.23% of 360,000 active. reporter increase, % at 12.5 µM. D54 ERlucT glycosylation luciferase reporter, 24 h; percent of 100 nM tunicamycin response;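 active means mean luciferase reporter signal, scaled so untreated is 0 and the glycosylation-blocking control 100, at or above a set limit in every replicate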;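 further: luciferase carries N-glycosylation sites so blocking glycosylation raises the light; 0% = median of neutral control wells and 100% = median of 100 nM tunicamycin wells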
MC4R ag barr: agonists of human melanocortin 4 receptor (MC4R) beta-arrestin. P32245. U2OS MC4R beta-arrestin complementation, luminescence; percent of melanotan II response, DMSO zero. 0.98% of 360,000 active. activation, % at 8.9 µM;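 active means activation above a per-plate cutoff, the mean activation of sample wells on that plate plus 3 SD, cut at about 8% in these data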
Exocytosis inh: blocks lytic granule exocytosis; TALL-104 LAMP-1 surface exposure, flow cytometry; cells stimulated with thapsigargin and PMA; 0.66% of 360,000 active; AID 651702; inhibition, % at 10 µM;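 active means inhibition above about 55%, limit read from the data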
m5-HT2A agonist: activates the mouse 5-HT2A serotonin receptor; P35363; CHO-K1 mHTR2A beta-arrestin complementation, luminescence; percent of 30 µM serotonin response; activation, % at 7.6 µM; 0.66% of 360,000 active; AID 624169;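 active means activation above a run cutoff, the mean activation of all tested compounds plus 3 SD, cut at about 14% in these data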;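 further: 0% = plate median of compound wells and 100% = 30 µM serotonin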
Target sequence (P35363 whole entry, looked up): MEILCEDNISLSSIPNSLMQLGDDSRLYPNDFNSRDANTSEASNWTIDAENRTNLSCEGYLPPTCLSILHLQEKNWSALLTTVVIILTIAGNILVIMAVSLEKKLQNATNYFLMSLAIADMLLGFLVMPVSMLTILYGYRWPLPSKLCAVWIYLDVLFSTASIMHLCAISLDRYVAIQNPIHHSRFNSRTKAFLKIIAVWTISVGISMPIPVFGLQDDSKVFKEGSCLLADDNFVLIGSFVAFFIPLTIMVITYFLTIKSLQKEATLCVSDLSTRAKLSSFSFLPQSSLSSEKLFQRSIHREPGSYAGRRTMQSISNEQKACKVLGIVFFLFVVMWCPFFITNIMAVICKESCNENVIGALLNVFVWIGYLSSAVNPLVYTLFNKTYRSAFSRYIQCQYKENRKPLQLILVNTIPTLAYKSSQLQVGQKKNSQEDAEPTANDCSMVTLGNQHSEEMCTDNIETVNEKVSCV
CaV13 ICDI inh: Primary screen for inhibitors of IQ motif and Ca2+-dependent inactivation inhibitor domain binding in CACNA1D, Förster resonance energy transfer in living cells, …; HEK cells, CFP/YFP FRET ICDI-IQ, plate reader, 10 min; percent FRET-ratio fall versus neutral wells; inhibition, % at 12.3 µM; 0.098% of 340,000 active; AID 743397;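 active means mean replicate inhibition of at least 30% and at least 1% of replicates passing that level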;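 further: 0% = median of the neutral control wells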
The depositor's hits bear a star; x = no result given.

SMILES	H9c2 protect	MC4R antag cAMP	ABHD5 PLIN5 PPI	PDI inh	ABCB6 inh 2	Glyco luc inh	MC4R ag barr	Exocytosis inh	m5-HT2A agonist	CaV13 ICDI inh
CC(NC(=O)c1ccc(CS(C)(=O)=O)cc1)c1cccc2ccccc12 (configuration not stated)	2	11	0	1	98	0	-1.5	7	1	-4
C(=N\Nc1nc2ccccc2[nH]1)/c1cccs1	1	-3	-3	-5	87	2	-0.6	-1	0	-4
O=c1oc2ccccc2c(Nc2ccccc2)c1CN1CCCCC1	-1	-19	-3	1	95	-2	0.2	-1	-2	-4
COc1cc(C2C(C(=O)c3ccc(C)o3)=C(O)C(=O)N2c2cc(C)on2)ccc1O (configuration not stated)	-1	-1	3	9	x	2	-1.2	2	-2	-7
CC(=O)C1=NN(c2ccccc2)C(c2ccc3c(c2)OCO3)N1c1ccccc1 (configuration not stated)	-7	0	-11	4	117	-1	-0.9	3	-4	-4
O=C(CN1C(=O)c2ccc([N+](=O)[O-])cc2C1=O)NCCC1=CCCCC1	-2	9	-7	-6	97	1	-1.5	-1	-5	-6
CS(=O)(=O)N1CCN(c2ccccc2NC(=O)Cc2ccc(Cl)cc2)CC1	-1	5	-4	5	98	-3	-0.9	7	6	x
CCOc1ccc(CONS(=O)(=O)c2ccc(NC(C)=O)cc2)cc1Cl	-7	8	2	10	101	1	-1.7	0	0	-2
Nc1nc(CN2CCN(c3ccccn3)CC2)nc(Nc2ccc(F)cc2)n1	17	0	7	-6	92	0	0.4	-1	13	-6
CCOC(=O)c1ccc(NC(=O)c2cccc3c2C(=O)N(CC2CCCO2)C3)cc1 (configuration not stated)	1	12	2	x	97	-4	0.6	7	-3	-3
COc1ccc(C(=O)CCNc2ccc3c(c2)OCCO3)cc1	-16	-5	4	-3	99	-3	-0.8	0	4	-16
CC(C)(C)S(=O)(=O)c1ccccc1C(=O)O	4	7	-1	7	100	0	0.6	-1	-1	-7
O=C(NCC(c1ccco1)N1CCc2ccccc2C1)C(=O)Nc1cc(F)ccc1F (configuration not stated)	-9	1	-16	1	96	-4	-0.7	0	0	-13
NC(=O)CCC(NC(=O)c1ccc(Cl)cc1)C(=O)O (configuration not stated)	-6	0	4	-2	94	1	-0.1	-3	-1	-6
C/C(CC(=O)NCCCN1CCOCC1)=N\NC(=O)COc1ccc(Cl)cc1	-2	2	-9	-6	93	1	-1.6	-3	-1	1
Cc1cc(N2CCCC2)ccc1NC(=O)COc1ccccc1	6	7	-6	4	215	-2	0.7	-2	-9	-7
COc1ccc(S(=O)(=O)N2CC(O)CC2C(=O)Nc2cccnc2)cc1 (configuration not stated)	5	6	0	4	111	-1	-0.1	0	2	-2
CCCOC(=O)CSc1nc(N)c(C#N)c(CC)c1C#N	-2	-5	-4	2	108	0	2.8	0	5	-5
COc1cc(O)c(C(CC(=O)N2CCCCC2)c2ccc3c(c2)OCO3)c(OC)c1 (configuration not stated)	6	6	-9	-2	95	-1	-0.7	-2	-2	-5
CC(=O)Nc1nn(CC(C)C)c2nc3ccc(C)cc3cc12	0	-9	3	-6	88	5	-1.2	-1	7	-5
CC(C)(C)c1cc(=O)n2c(nc3ccccc32)[nH]1	-13	9	6	4	83	-1	2.2	-7	5	-5
O=C(NCc1ccncc1)c1cccc(S(=O)(=O)NCc2ccccc2)c1	-2	0	4	-8	89	0	-2.8	3	-4	x
CCCCCn1nc(C)c(/C=N/NC(=O)c2ccoc2C)c1C	11	7	6	-1	96	-2	-3.9	-3	2	x
COc1ccc(CN2CCC3CC2c2cc(-c4cccc(C)c4)ccc23)cc1 (configuration not stated)	-14	6	4	-2	96	1	-0.9	16	-4	-6
COc1ccc(CC(=O)N[C@@H](C)C(=O)N2CCC3(CC2)NCCc2[nH]cnc23)cc1	0	2	-5	-3	102	2	0.0	-13	7	-5
Cc1cc(C)nc(/N=C(/NC(=O)Nc2cccc(Cl)c2)Nc2ccccc2)n1	-1	6	1	4	97	-3	-0.9	0	-1	x
CCn1cc(/C=C(\NC(=O)c2ccccc2F)C(=O)NCCCN2CCOCC2)c2ccccc21	-1	3	3	-3	98	3	-1.8	0	-1	-3
O=C(OCC(=O)N1CCOCC1)c1cccc(S(=O)(=O)Nc2ccc(F)cc2)c1	-7	1	-3	-2	94	0	-1.0	0	6	-2
CCOC(=O)[C@]12CCCC=C1N(CCC1=CCCCC1)C(=O)[C@H](CC(=O)NCCc1ccccc1OC)C2	x	x	-5	x	x	x	x	12	-8	-17
O=C(Nc1ccccc1F)c1ccc(Br)o1	6	18	-3	0	98	1	1.1	-9	5	-4
CCCOc1ccc2ccccc2c1/C=N/n1c(C)nnc1-n1nc(C)cc1C	-13	-16	1	-4	102	27*	-1.6	3	4	x
CCn1c(SCC(=O)Nc2ccc(OC)c(OC)c2)nnc1-c1ccco1	-4	-4	1	0	96	-1	2.2	1	5	-5
Cc1ccnc(Nc2nc(-c3c(C)nc4sccn34)cs2)c1	-8	12	-43	-1	95	-1	-1.1	6	-1	-4
Cc1ccc(S(=O)(=O)N(C)C)cc1NC(=O)CCNC(=O)c1ccco1	0	4	-10	-3	100	3	-0.5	-1	9	-3
Cc1ccn2cc(-c3ccc(O)c(O)c3)nc2c1	-5	21	1	-2	99	-15	1.2	-2	3	-3
CC(=O)c1ccc(NC(=S)NC2CCCC(C)C2C)cc1 (configuration not stated)	-16	1	-1	3	101	1	0.0	-1	4	-2
CCOc1ccccc1C(=O)NCC(=O)N1CCN(Cc2ccc3c(c2)OCO3)CC1	3	6	5	18	98	5	2.3	9	3	x
CCOc1ccc(NC(=O)C2=NN(c3ccccc3)C(=O)CC2)cc1S(=O)(=O)N1CCCCC1	20	9	1	0	96	4	-2.1	0	-5	-5
CC(C)C(=O)Nc1cccc(NC(=S)NC(=O)c2ccccc2Cl)c1	-14	3	-1	-5	89	9	-1.1	-1	3	-4
Cc1ccc(F)cc1C(=O)N1CCCC(c2cc(C(=O)Nc3ccccc3Cl)no2)C1 (configuration not stated)	-8	6	-7	3	94	-3	-1.0	-3	-4	-6
CN1CCN(C(=O)c2ccc(Cc3cn(C)c4ccccc34)nc2)CC1	8	27	-5	-5	101	4	0.5	-3	-5	-7
COc1cc(/C=N/NC(N)=O)ccc1OCC(=O)Nc1cc(C)c(C)cc1Br	-16	22	-4	-4	90	-4	-1.4	9	1	-7
Cn1cccc1-c1cc(C(=O)N/N=C/c2cc(Br)ccc2O)[nH]n1	42	14	0	4	100	-7	0.1	6	-2	-3
CCCCC1(C(=O)OCC)CC(CN2CCOCC2)OC1=O (configuration not stated)	5	-4	0	-12	100	2	-0.4	-1	3	x
COc1ccc(-c2cn3c(C)c(C(=O)NCc4ccc5c(c4)OCO5)sc3n2)cc1	-6	-12	1	x	98	-3	0.0	-6	0	-3
COc1ccc(NC(=O)CCCNC(=O)c2ccc(Cl)cc2)cc1OC	8	4	-3	4	97	-2	0.4	6	11	-17
CCCc1nc2ccc(NC(=O)c3ccco3)cc2c(=O)n1Cc1ccc(Cl)cc1	6	8	-2	-8	90	-3	0.9	24	2	-6
C#CCNC(=O)C1=C[C@@H](c2ccc(C#C)cc2)C[C@@H](OCCCCO)O1	-1	-2	-5	4	96	1	-1.1	-6	-4	-6
CC1CCCCC1NC(=O)COC(=O)c1ccc2c(=O)n3c(nc2c1)CCC3 (configuration not stated)	-2	5	-3	4	101	0	-0.3	-12	0	-6
CC(C)(O)CC[C@H](OC(=O)c1ccccc1)[C@](C)(O)[C@H]1CC[C@@]2(O)C3=CC(=O)[C@@H]4C[C@@H](O)[C@H](O)C[C@]4(C)C3CC[C@]12C (some centres not stated)	0	5	1	-4	86	1	-1.7	-7	-3	-19
Cc1ccc(Cc2c(-c3cccc(Br)c3)nc3c(C)cc(Br)cn23)cc1	x	x	-5	x	109	x	x	-6	2	-5
Cc1cccc(CSc2ccc3nnc(-c4cccnc4)n3n2)c1	-8	-9	2	1	100	3	-1.9	1	2	-2
COc1ccc(Br)c(Cn2c(C)c(C(=O)NCc3cccc([N+](=O)[O-])c3)sc2=O)c1	2	6	4	24	101	-1	0.7	14	1	13
NC(=O)c1ccsc1NC(=O)COC(=O)C1=NNC(=O)CC1	9	-5	-4	-24	93	1	-1.4	1	7	-1
CN1C[N+]([O-])=C(c2ccccc2)C1(C)C	0	6	4	-4	97	2	-0.5	0	2	-5
CCn1c(COc2cccc3cccnc23)nnc1SC(F)F	15	0	5	-3	95	-2	-1.9	15	0	-4
CCN(CC)S(=O)(=O)c1ccc2c3c(cccc13)C(=O)S2	0	14	0	3	99	-7	0.9	1	-2	x
Cc1cc2oc3c(c(=O)c2cc1C)C(c1cccc(Br)c1)N(Cc1ccco1)C3=O (configuration not stated)	6	14	-3	0	96	0	3.9	-3	-6	x
COc1ccc(CNC(=O)Nc2ccc(C)c(C)c2)cc1	12	0	0	-4	102	1	-1.2	-7	0	2
Cc1cccc(NCC(O)Cn2cnc3c2c(=O)n(C)c(=O)n3C)c1 (configuration not stated)	-6	6	3	-2	94	-1	-1.0	1	1	x

Entries of single compounds from above.
CN1CCN(C(=O)c2ccc(Cc3cn(C)c4ccccc34)nc2)CC1 across the screens: H9c2 protect = 8; MC4R antag cAMP = 27; ABHD5 PLIN5 PPI = -5; PDI inh = -5; ABCB6 inh 2 = 101; Glyco luc inh = 4; MC4R ag barr = 0.5; Exocytosis inh = -3; m5-HT2A agonist = -5; CaV13 ICDI inh = -7
Cc1cc2oc3c(c(=O)c2cc1C)C(c1cccc(Br)c1)N(Cc1ccco1)C3=O (configuration not stated) across the screens: H9c2 protect = 6; MC4R antag cAMP = 14; ABHD5 PLIN5 PPI = -3; PDI inh = 0; ABCB6 inh 2 = 96; Glyco luc inh = 0; MC4R ag barr = 3.9; Exocytosis inh = -3; m5-HT2A agonist = -6; CaV13 ICDI inh = x

Remaining list, next part
SMILES	H9c2 protect	MC4R antag cAMP	ABHD5 PLIN5 PPI	PDI inh	ABCB6 inh 2	Glyco luc inh	MC4R ag barr	Exocytosis inh	m5-HT2A agonist	CaV13 ICDI inh
COC(=O)[C@@]1(Cc2ccccc2)[C@H]2C(=O)N(C)C(=O)[C@H]2[C@H]2CN=C(SCc3ccc(Cl)cc3)N21	-6	17	-1	-1	100	0	-1.3	4	-2	-5
O=C(CCC1CCCCC1)NCc1cccnc1	-2	9	-1	0	94	0	-0.2	0	0	-6
CC1CCC/C(=C\Nc2ccccc2C(=O)O)C1=O (configuration not stated)	4	1	0	-8	95	1	-0.3	-3	-1	x
CC(C)C(NS(=O)(=O)c1ccc2c(c1)oc(=O)n2C)C(=O)N1CCN(c2ccccc2F)CC1 (configuration not stated)	3	6	-3	-2	105	1	0.1	0	-1	20
CC1=C(/C=C/C(C)=C/C=C/C(C)=C/C(=O)O)C(C)(C)CCC1	11	20	-11	-4	97	6	0.7	-2	2	-5
CCOc1ccc(NS(=O)(=O)c2ccc(NC(=S)NC(C)=O)cc2)cc1	-12	-2	0	0	91	2	-1.3	-1	-2	-5
O=C(Nc1ccc(Br)cc1)c1cccnc1N1CCOCC1	-11	2	-4	9	86	2	-3.4	-2	-3	2
CCOc1ccc(CNC(=S)N/N=C/c2cccnc2)cc1	-10	-4	-1	-10	94	2	-1.2	-4	4	0
